Assay outcomes (PubChem)
SKN-1 inh = blocks SKN-1 activity in C. elegans; C. elegans VP596 Pgst-4::GFP/RFP ratio, acrylamide-induced, 24 h; inhibition, % at 21.8 µM; 360,000 compounds, 0.49% hits; AID 624304;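 active = interference check ratio from 0.5 to 1.5 plus GFP to RFP signal ratio inhibition reaching or exceeding a fixed threshold, cut at about 30% in these data, passing the limit was not always enough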; note: some compounds called inactive have numbers as strong as hits
FAS TE block = blocks the thioesterase domain of human fatty acid synthase. P49327. recombinant FAS-TE, OMFH fluorogenic substrate, fluorescence endpoint. inhibition, % at 15 µM. 360,000 compounds, 0.67% hits;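 active = compounds whose normalised, plate-corrected inhibition of enzyme fluorescence in the single-dose primary screen is 50% or more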;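 note: 0% = DMSO with enzyme and 100% = substrate without enzyme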
CSN inh = blocks human CSN-mediated cullin deneddylation. Purified CSN, SCF-Nedd8-OG deneddylation, fluorescence polarization. inhibition, % at 12.5 µM. 360,000 compounds, 0.38% hits. AID 651999;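 active = pattern-corrected inhibition above about 35%, with an unprinted fluorescence ratio check between 0.5 and 1.5, limit read from the data, passing the limit was not always enough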;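 note: 0% = enzyme with substrate and 100% = substrate without enzyme; some results filed as inactive read as strong as hits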
Target sequence (Q92905 whole entry, looked up, one chain of several): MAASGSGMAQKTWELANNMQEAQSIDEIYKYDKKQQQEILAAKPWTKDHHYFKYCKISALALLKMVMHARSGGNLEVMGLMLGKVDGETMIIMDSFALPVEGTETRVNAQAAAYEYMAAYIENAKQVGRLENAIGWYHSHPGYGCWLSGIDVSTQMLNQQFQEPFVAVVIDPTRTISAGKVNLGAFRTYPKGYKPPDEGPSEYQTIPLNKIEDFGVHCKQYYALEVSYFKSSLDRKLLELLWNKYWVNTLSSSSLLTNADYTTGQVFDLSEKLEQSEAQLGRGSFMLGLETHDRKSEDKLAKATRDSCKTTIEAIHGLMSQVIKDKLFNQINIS
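Material: purified human Csn5 enzyme expressed in HEK293T cells / Medium: Tris buffer pH 7.5, NaCl, DTT, Tween-20, trehalose, ovalbumin / Compound dosing: 12.5 µM single point / Schedule: 90 min incubation of compound, enzyme and substrate at room temperature / Signal: fluorescence polarization of the substrate / Control set: no-enzyme wells high, enzyme-with-substrate wells low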
Neddylation inh = inhibitors of human cullin neddylation; TR-FRET cullin neddylation, biochemical; P61081+Q13564; 360,000 compounds, 0.58% hits; calls only at 25 µM; AID 651699; in the data active = inhibition above about 36%
PABP1 MLLE inh = blocks PAM2 peptide binding to the PABP1 MLLE domain; AID 588489; 360,000 compounds, 0.36% hits; inhibition, % at 20 µM; GST-MLLE / FITC-PAM2 fluorescence polarization; in the data active = inhibition above about 35%, passing the limit was not always enough;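 note: plate controls were DMSO wells with GST-MLLE for no effect and wells lacking GST-MLLE protein for full effect; some results filed as inactive read as strong as hits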
Rin1-Abl PPI inh = human Rin1-Abl interaction inhibition. P00519+Q13671. inhibition, % at 7.35 µM. TR-FRET Rin1/Abl binding, biochemical. AID 588664. 360,000 compounds, 0.4% hits; in the data active = inhibition above about 5%, passing the limit was not always enough
NadD block = blocks S. aureus nicotinate mononucleotide adenylyltransferase; AID 602399; inhibition, % at 20 µM; 360,000 compounds, 0.78% hits; purified NadD enzyme, colorimetric absorbance read-out; in the data active = inhibition above about 26%; note: some compounds past the cut are filed as inactive
MT1-MMP act inh = blocks activation of human MT1-MMP; P50281; HT1080 RFP-PRO-GFP cells, GFP/RFP ratio fluorescence, overnight; percent of plate control window, DMSO zero; GFP/RFP ratio change, % at 20 µM; 360,000 compounds, 0.061% hits;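 active = GFP/RFP ratio change of at least 30% with cell ATP level not reduced by more than half and red fluorescence within 50% of control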; note: strong numbers were not always called active
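Compound: 20 µM single dose, 1% DMSO / System: HT1080 RFP-PRO-GFP cells / Controls: DMSO and RFP-L50D-GFP cell wells / Read-out basis: GFP/RFP fluorescence ratio / Schedule: overnight compound exposure at 37 °C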
Rpn11 block = blocks the human proteasome subunit Rpn11 | calls only at 20 µM | 360,000 compounds, 0.59% hits | human 26S proteasome, Ub4-pepOG fluorescence polarization; 20S core pre-blocked with epoxomicin | O00487;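 active = inhibition at 20 µM, scaled to each plate's controls, above about 33%, limit read from the data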
Target sequence (O00487 whole entry, looked up): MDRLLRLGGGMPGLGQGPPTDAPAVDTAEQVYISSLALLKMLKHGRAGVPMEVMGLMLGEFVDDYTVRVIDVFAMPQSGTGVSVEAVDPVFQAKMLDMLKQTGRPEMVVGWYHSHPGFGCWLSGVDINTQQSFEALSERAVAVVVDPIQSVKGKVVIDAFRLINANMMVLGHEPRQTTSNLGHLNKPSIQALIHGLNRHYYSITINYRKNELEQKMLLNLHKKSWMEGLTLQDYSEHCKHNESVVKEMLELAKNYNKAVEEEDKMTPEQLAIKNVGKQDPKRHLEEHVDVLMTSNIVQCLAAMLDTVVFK
Active calls of the source: *; i = inactive; x = no result given. Hits appear at their usual frequency. Share with any hit: about 3.9%.

SMILES | SKN-1 inh | FAS TE block | CSN inh | Neddylation inh | PABP1 MLLE inh | Rin1-Abl PPI inh | NadD block | MT1-MMP act inh | Rpn11 block
Cc1cc(OCC(=O)Nc2c(C(C)C)cccc2C(C)C)no1 | 12.0 | -4.4 | 9.1 | i | -77.9 | -0.1 | 0.2 | 2.6 | i
Cc1cc(S(=O)(=O)N2CCCC2)ccc1OCC(=O)N1CCC(C(N)=O)CC1 | 2.1 | -7.5 | 0.1 | i | 1.9 | 5.1 | -1.0 | -4.0 | i
CCOc1ccc(/C=N/NC(=S)Nc2c(C)cccc2C)cc1 | 0.8 | 18.3 | -2.7 | i | 1.9 | -0.1 | 7.4 | -13.8 | i
CCCCCn1c(CCNC(=O)CCC)nc2ccccc21 | 18.0 | -6.2 | -2.7 | i | -3.0 | -2.2 | -1.3 | 0.2 | i
O=C(NCc1ccccc1CN1CCCC1)c1cccc(N2CCCC2=O)c1 | -1.2 | -4.6 | 3.0 | i | 5.3 | 3.0 | -0.1 | -6.9 | i
Cc1ccsc1C(=O)N1CCC1(C)C(=O)NCC(C)(C)C (stereo not given) | 23.0 | -5.4 | -3.7 | i | -8.2 | 0.8 | 0.6 | 6.0 | i
CCN(CC)S(=O)(=O)c1cc(NC(=O)C(=O)c2c(-c3ccccc3)cc3ccccn23)ccc1C | 7.9 | 20.2 | -0.5 | i | -0.9 | -3.0 | 20.9 | -1.6 | i
Cc1ccc(C(=O)N2C3C=CC(C3)C2(C(F)(F)F)C(F)(F)F)cc1 (stereo not given) | 17.5 | -0.3 | -1.2 | i | -9.8 | -2.6 | 0.0 | 1.4 | i
COc1ccccc1NNC(=O)C(O)(c1ccccc1OC)c1ccccc1OC | -1.7 | -7.6 | -3.9 | i | 0.2 | -1.1 | 4.4 | 0.7 | i
O=C(NCCNC(=O)c1cccc(O)c1)c1cccc(O)c1 | -7.5 | -6.0 | -4.0 | i | 6.1 | 0.9 | -0.7 | -1.5 | i
Cc1ccc(-n2c(=O)c3ccccc3n(CC(=O)NCc3ccco3)c2=O)cc1 | -4.3 | -3.5 | 0.8 | i | -4.7 | -0.9 | -3.5 | 0.1 | i
COC(=O)c1c(NC(=O)CN2C(=O)C(=O)N(C(C)C)C2=O)sc(C)c1C | -11.9 | 2.1 | -0.5 | i | 7.9 | 0.2 | -6.4 | -0.2 | i
Cc1cc(C)c(C)c(OCC(=O)NCC2CCCO2)c1 (stereo not given) | 0.9 | -9.3 | -2.4 | i | 11.8 | 1.9 | 3.3 | -4.0 | i
O=C(O)COCC(=O)NCc1csc2ccccc12 | -8.9 | -6.3 | 4.0 | i | -9.9 | 3.4 | -3.7 | 3.3 | i
COc1cc(Cl)c(C)cc1NC(=O)COC(=O)C(NS(=O)(=O)c1ccc(Cl)cc1)C(C)O (stereo not given) | -5.3 | 9.3 | -3.5 | i | -5.9 | -2.6 | -11.3 | -8.4 | i
COc1ccc(C(C)NC(=S)NC2CCCCC2)cc1OC (stereo not given) | 25.6 | -3.4 | 2.6 | i | -39.1 | -3.0 | 3.8 | 2.5 | i
Cc1nc2ccccn2c(=O)c1NC(=O)c1cccc2ccccc12 | 13.1 | -3.9 | -2.0 | i | 7.9 | -3.9 | -0.5 | 1.6 | i
Cc1sc2ncnc(NCC3CCCO3)c2c1C (stereo not given) | -2.6 | -4.4 | -2.1 | i | -8.2 | 2.5 | 1.1 | 0.9 | i
CCOc1ccc(NC(=O)CN(C)C(=O)Cc2c[nH]c3ccccc23)cc1OCC | 9.5 | -6.6 | -0.1 | i | -4.6 | 0.3 | 1.3 | 0.9 | i
CC(C)c1ccc(OCC(=O)NC2=NCCS2)cc1 | 4.1 | 3.7 | -7.1 | i | -1.7 | -2.7 | -2.4 | -5.5 | i
Cc1cccc(N2C(=O)CC(Sc3nc(-c4ccccc4)c4cc(Cl)ccc4n3)C2=O)c1 (stereo not given) | -2.2 | 65.9* | 5.8 | i | 7.3 | -1.9 | 13.0 | -3.8 | i
N#Cc1c(C(F)(F)F)cc(-c2ccc(Cl)cc2)nc1SCC(=O)O | -0.6 | 27.4 | -0.8 | i | 5.9 | 0.4 | -3.7 | -1.8 | i
Cc1cc2cc(CN(C(=O)C3CC3)C3CCCC3)c3nnnn3c2cc1C | 34.8 | 14.6 | -3.5 | i | -5.2 | -1.7 | -1.0 | -7.5 | i
Nc1nc(=O)n(C2CC(O)C(CO)O2)cc1F (stereo not given) | -3.1 | -5.1 | 1.0 | i | 1.7 | -0.9 | 2.1 | -7.6 | i
COc1ccccc1CC(=O)Nc1cc(S(=O)(=O)N2CCOCC2)ccc1N1CCOCC1 | -5.4 | -6.7 | 2.9 | i | 1.2 | 2.5 | -6.4 | -1.3 | i
CCOC(=O)CN1C(=O)C(O)=C(C(C)=O)C1c1ccccc1 (stereo not given) | -20.8 | -7.2 | -3.6 | i | -10.8 | -0.5 | 0.8 | 2.4 | i
Cc1onc(-c2c(Cl)cccc2Cl)c1C(=O)NCCN1CCOCC1 | 4.3 | -6.0 | 1.4 | i | 0.9 | -3.8 | 5.2 | 3.4 | i
O=C(COC(=O)CCc1nc2ccccc2n1-c1ccccc1)Nc1ccc(N2CCCCC2)cc1 | 8.6 | 8.0 | 2.5 | i | -11.1 | -0.6 | -7.5 | 5.1 | i
CC1(C(=O)NCc2ccccc2)CSCC(=O)N1Cc1ccco1 (stereo not given) | -0.6 | x | 1.2 | i | x | x | x | 2.3 | x
Cc1ccc(Cl)c2sc(N3CCN(C(=O)c4ccco4)CC3)nc12 | 13.5 | 16.1 | -1.1 | i | 11.4 | -1.5 | 4.4 | -0.8 | i
Clc1cccc(OCc2nc(-c3ccncc3)no2)c1 | 47.6* | 12.1 | -0.8 | i | -5.9 | 3.8 | 0.0 | 1.1 | i
COc1ccc(C(=O)Nc2ccccc2C(=O)Nc2ccccc2)cc1 | 6.2 | 9.2 | -2.0 | x | -2.3 | -3.5 | -3.0 | -9.9 | i
CC(C)N(Cc1nccn1C)C(=O)CC1C(=O)NCCN1Cc1ccccc1C(F)(F)F (stereo not given) | 5.1 | -1.2 | -7.2 | i | 11.9 | -3.0 | -7.6 | -5.9 | i
O=S(=O)(c1ccc2[nH]ccc2c1)N1CCCCCC1 | -0.9 | -2.6 | 2.3 | i | 15.9 | 1.8 | -3.7 | -1.9 | i
O=C(N/C(=C/c1ccc([N+](=O)[O-])cc1)C(=O)N1CCOCC1)c1ccco1 | 5.3 | -2.8 | -3.0 | i | 3.0 | -3.9 | 4.1 | -0.7 | i
CCOc1cc(/C=C2\CCn3c2nc2cc(Cl)ccc2c3=O)ccc1O | 17.3 | 7.5 | 11.4 | i | -17.8 | -2.7 | -6.9 | 5.6 | i

Some of the entries so far, as labelled records.
COc1ccccc1CC(=O)Nc1cc(S(=O)(=O)N2CCOCC2)ccc1N1CCOCC1
  SKN-1 inh: -5.4 | FAS TE block: -6.7 | CSN inh: 2.9 | Neddylation inh: i | PABP1 MLLE inh: 1.2 | Rin1-Abl PPI inh: 2.5 | NadD block: -6.4 | MT1-MMP act inh: -1.3 | Rpn11 block: i

CCOC(=O)CN1C(=O)C(O)=C(C(C)=O)C1c1ccccc1 (stereo not given)
  SKN-1 inh: -20.8 | FAS TE block: -7.2 | CSN inh: -3.6 | Neddylation inh: i | PABP1 MLLE inh: -10.8 | Rin1-Abl PPI inh: -0.5 | NadD block: 0.8 | MT1-MMP act inh: 2.4 | Rpn11 block: i

(more compounds)
SMILES | SKN-1 inh | FAS TE block | CSN inh | Neddylation inh | PABP1 MLLE inh | Rin1-Abl PPI inh | NadD block | MT1-MMP act inh | Rpn11 block
O=C(NCC1CC1)c1onc(CSc2nc3ccccc3[nH]2)c1C(=O)NCC1CC1 | -8.2 | 1.5 | -0.4 | i | -4.7 | 1.7 | -5.5 | -6.3 | i
O=C(NCc1ccccc1Cl)c1ccc2c(=O)n(CCCN3CCCC3=O)c(=S)[nH]c2c1 | 10.6 | -7.3 | -2.8 | i | -55.8 | -5.7 | 10.6 | 1.5 | i
CC(=O)N1CCSc2ccc(S(=O)(=O)Nc3ccccc3C)cc21 | 8.6 | -3.5 | -2.8 | i | 7.1 | 5.4 | -1.1 | 1.1 | i
CCC(OC(=O)CN1C(=O)c2ccccc2C1=O)C(=O)NC1CCCC1 (stereo not given) | -1.7 | 0.0 | -3.6 | i | 21.5 | 1.2 | 0.7 | -0.8 | i
CCc1nnc(NC(=O)CSc2nnc(-c3c[nH]c4ccccc34)n2C)s1 | 14.2 | -7.3 | 5.7 | i | -29.2 | 0.3 | -0.9 | 4.0 | i
CC(C)Cc1ccc(C(C)C(N)=Nc2ccc(O)cc2)cc1 (stereo not given) | 10.9 | 3.8 | 94.6 | i | -11.0 | -0.1 | -5.3 | -1.1 | i
Cc1ccc(/C=N/NC(=O)CC(=O)NCc2cccnc2)cc1 | 2.8 | -13.4 | -3.3 | i | 12.9 | -0.6 | -0.5 | -0.9 | i
Cc1nn2c(N3CCOCC3)cc(C(C)C)nc2c1-c1ccccc1 | 14.2 | 14.7 | 0.4 | x | 16.5 | 1.0 | -3.4 | 0.1 | i
COc1ccc(C(=O)C[n+]2ccc3c(c2)nnn3-c2ccccc2)cc1 | 2.9 | -0.4 | 4.5 | i | -34.2 | -3.7 | -0.3 | -18.4 | x
C/C=C/c1cnc2c(c1)C(=O)N([C@@H](C)CO)C[C@H](C)[C@@H](CN(C)S(=O)(=O)c1ccc(C)cc1)O2 | -14.9 | -2.4 | -3.5 | i | -3.5 | 1.2 | 0.0 | 7.1 | i
CC(C)(C)OC(=O)N1CCN(c2ccc(NC(=O)c3ccco3)cc2)CC1 | 8.4 | -0.4 | -1.6 | i | 0.1 | 3.3 | -3.2 | 1.5 | i
Cc1nc2c(-c3ccccc3)c(C)nn2c(C)c1CCC(=O)NCc1ccco1 | 13.5 | 2.5 | 1.0 | i | -8.5 | -1.4 | 1.9 | -2.8 | i
COc1ccc(/C=N/NC(=O)c2cccnc2)cc1CSc1ccccn1 | -5.0 | -3.9 | 2.6 | i | 6.3 | -3.0 | 2.9 | -4.5 | i
O=[N+]([O-])c1cncc([N+](=O)[O-])c1Nc1ccccc1Cl | 11.5 | -1.0 | -1.6 | i | -2.5 | -1.4 | 2.5 | 1.3 | i
CCCc1nn(C)c(C(N)=O)c1[N+](=O)[O-] | -3.5 | -1.9 | -7.5 | i | -9.0 | -2.4 | 6.2 | -0.8 | i
COc1cc2ccccc2cc1C(=O)N(CCN(C)C)c1nc2ccc(C)cc2s1 | -4.2 | 19.0 | 0.7 | i | 9.0 | 5.1 | -2.4 | -3.0 | i
O=C(Cc1ccccc1)Nc1nccs1 | 0.1 | -3.2 | -1.1 | i | -3.0 | 0.7 | -0.7 | -2.6 | i
CC(=O)NC(=O)c1cnn(-c2ccccc2)c1N | -0.2 | -1.9 | -4.3 | i | 4.9 | -2.1 | -1.4 | -2.3 | i
CCOC(=O)[C@]12CCCC=C1N(Cc1ccco1)C(=O)[C@H](CC(=O)N1CCOCC1)C2 | -1.3 | -6.8 | -1.9 | i | x | x | 0.1 | 4.7 | x
O=S(=O)(NCc1cn2ccccc2n1)c1ccccc1F | 9.6 | -5.8 | -1.0 | i | 1.8 | -0.5 | 4.4 | -2.6 | i
C=CCn1c(=O)[nH]c2cc(C(=O)N3CCN(c4ccc(C(C)=O)cc4)CC3)ccc2c1=O | -16.0 | 12.3 | 9.6 | i | -6.1 | 0.6 | 10.3 | 4.0 | i
COc1ccc(-c2nnc(SCC(=O)N3CCCCC3)o2)c(OC)c1 | 4.0 | -6.6 | -2.6 | i | 8.3 | 3.6 | -7.1 | 0.2 | i
